# RXFP1 agonist: RXFP1 (human) receptor agonism; Q9HBX9; HEK293T-RXFP1 cAMP TR-FRET, 30 min; response scale: percent of porcine relaxin response, buffer zero; Potency, µM (doses to about 57.5 µM), without a hit: at the top dose activation, most hits filed as activators; 0.3% of 370,000 active; note: potency is the fitted concentration of half-maximal effect; % is set by controls: 0 for no effect and ±100 for the full control effect; nearly all actives have a fitted effect of over 60% in size; many of its hits are not listed in these tables
#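 Agonist response is measured as cAMP accumulation in an RXFP1-transfected HEK293T line under PDE4 inhibition. Values are scaled between buffer-only and 29 nM porcine relaxin, and EC50s come from standard Hill equation fits.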
# Vif-A3F inh: inhibitors of Vif-A3F interaction; HeLa A3F-eYFP + Vif (tagged APOBEC3F with the HIV-1 protein that degrades it), YFP fluorescence increase; 0.2% of 390,000 active; Potency, µM (series often up to 46.1 µM), for inactives: top-dose activity, negative = active; note: potency is the fitted concentration of half-maximal effect; % of control where 0% means no effect; nearly all actives have a fitted effect of over 65% in size
#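 Fluorescence increase (Ex 488/Em 500-530) after overnight compound treatment at 37 deg C flags inhibition of Vif-driven A3F-eYFP loss in stable HeLa A3F-eYFP/Vif cells seeded overnight beforehand.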
# Vif-APOBEC3G blk: blocks the Vif interaction with human APOBEC3G; Q9HC16; HeLa A3G-eYFP + Vif (tagged APOBEC3G with the HIV-1 protein that degrades it), YFP fluorescence, overnight; Potency, µM (top dose mostly 46.1 µM), inactives show top-dose activity, negative = active, hits mostly inhibitors; 0.076% of 410,000 active;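 note: potency is the fitted concentration of half-maximal effect; % is set by controls: 0 for no effect and ±100 for the full control effect; nearly all actives have a fitted effect of over 60% in size; hits raise eYFP signal because A3G escapes Vif-driven loss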
# Target sequence (Q9HC16 whole entry, looked up): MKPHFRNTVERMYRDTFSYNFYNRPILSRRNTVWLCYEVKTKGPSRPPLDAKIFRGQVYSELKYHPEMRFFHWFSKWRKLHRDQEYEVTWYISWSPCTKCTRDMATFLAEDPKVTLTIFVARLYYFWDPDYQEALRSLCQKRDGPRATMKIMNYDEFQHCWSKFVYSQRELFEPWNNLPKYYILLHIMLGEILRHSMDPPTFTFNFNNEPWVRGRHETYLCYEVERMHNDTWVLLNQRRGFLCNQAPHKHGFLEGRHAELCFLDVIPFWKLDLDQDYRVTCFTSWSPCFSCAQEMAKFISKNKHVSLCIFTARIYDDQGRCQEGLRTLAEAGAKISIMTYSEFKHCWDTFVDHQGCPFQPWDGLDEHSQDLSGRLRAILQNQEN
#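 Read-out is eYFP fluorescence (Ex 488/Em 500-530) from Vif-expressing HeLa A3G-eYFP cells; more signal means A3G escaped Vif-mediated degradation. Cells plated overnight, compound pinned in, incubated overnight at 37 deg C.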
# LDHA inh: inhibitors of human lactate dehydrogenase A | purified LDHA, NADH/diaphorase-resazurin fluorescence; active compounds read low | 0.15% of 480,000 active | P00338 | activity change, % (values are at about 110 or 230 µM); in the data active = activity change below about -30%; inconclusive = mostly about -25% to -30%;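 note: plate controls were DMSO wells for no effect and wells without enzyme for full effect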
#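 Enzyme activity of human lactate dehydrogenase 5 (2 nM; 0.06 mM NADH, 0.2 mM pyruvate, 5 min, RT) is measured via a resazurin/diaphorase fluorescence readout of residual NADH.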
# GRP78 ERSR act: ER stress response induction in glioma. U87-MG GRP78 promoter luciferase reporter, 16 h. Potency, µM, for the others: at the highest dose activation, actives largely listed as activators. 0.02% of 420,000 active; note: potency is the fitted concentration of half-maximal effect; series mostly up to about 76 µM; % of control where 0% means no effect; nearly all actives have a fitted effect of over 35% in size
#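 Stably transfected U87-MG human glioma cells carrying a GRP78-based luminescent sensor were seeded at 1000 cells/well, pin-dosed with compounds and incubated 16 h. Luciferase reagent was then added, and end-point luminescence was read after 10 min at room temperature.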
# TrxR1 substrate: is turned over as a substrate by rat TrxR1; O89049; purified TrxR1 substrate turnover, NADPH consumption readout; Potency, µM (series often up to 114 µM), for inactives: at the top dose activity change, negative = substrate turnover; 0.01% of 390,000 active; AID 588456; note: potency is the fitted concentration of half-maximal effect; % is set by controls: 0 for no effect and ±100 for the full control effect; nearly all actives have a fitted effect of over 50% in size
# Target sequence (O89049 whole entry, looked up): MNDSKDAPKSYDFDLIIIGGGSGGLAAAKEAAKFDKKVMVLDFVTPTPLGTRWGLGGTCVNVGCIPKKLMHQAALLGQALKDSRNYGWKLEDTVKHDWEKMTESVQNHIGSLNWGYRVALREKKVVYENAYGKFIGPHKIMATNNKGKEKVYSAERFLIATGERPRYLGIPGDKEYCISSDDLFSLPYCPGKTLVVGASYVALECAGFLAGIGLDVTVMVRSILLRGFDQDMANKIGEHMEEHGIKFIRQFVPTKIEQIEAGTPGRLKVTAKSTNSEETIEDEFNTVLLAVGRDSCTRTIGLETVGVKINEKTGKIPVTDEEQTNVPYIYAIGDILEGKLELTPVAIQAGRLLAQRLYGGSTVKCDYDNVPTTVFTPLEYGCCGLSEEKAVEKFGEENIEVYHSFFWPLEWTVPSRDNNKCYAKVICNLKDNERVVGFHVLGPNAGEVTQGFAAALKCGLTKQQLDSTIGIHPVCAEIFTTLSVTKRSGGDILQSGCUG
#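 Rat TrxR1, dispensed at 90 nM, was prereduced with 400 uM NADPH (final) for 5 min at ~22 deg C, then incubated with compound 15 min before 400 uM selenite. A first-read NADPH fluorescence drop versus no-compound background flagged substrates.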
# PI4K2A block: inhibitors of human PI4K2A; Q9BTU6; AID 1346378; activity change, negative = inhibition, % at 76.9 µM; 0.13% of 420,000 active; purified PI4K2A, ADP-Glo luminescence, 1 h; active compounds read low; in the data active = activity change below about -50%; inconclusive = mostly about -30% to -49%;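 note: -100% = wells without enzyme as full effect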
#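 ADP-Glo luminescence measured ADP generated by PI4K2A enzyme (4 ug/mL before mixing) with 1.2 mM PI substrate (pre-mix) and 300 microM ATP (pre-mix). Tris pH7.5 buffer with MgCl2, Triton X-100; 1 h reaction at ambient temperature.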
# mIDH1 inhibitor: human IDH1 R132H inhibition; IDH1-R132H enzyme, NADPH consumption, diaphorase/resazurin fluorescence; 0.093% of 390,000 active; O75874; AID 602179; Potency, µM (highest dose often 76.6 µM), without a hit: top-dose activity change, negative = inhibition, most hits filed as inhibitors; note: potency is the fitted concentration of half-maximal effect; % is set by controls: 0 for no effect and ±100 for the full control effect; nearly all actives have a fitted effect of over 65% in size
#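 IDH1-R132H (0.5 ug/mL dispensed) in pH 7.5 Tris buffer was preincubated 30 min with compound, then given a substrate mix of 0.016 mM NADPH and 2 mM alpha-KG for 80 min at room temperature; remaining NADPH was read by diaphorase/resazurin fluorescence.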
# USP1 inh: blocks the human USP1/UAF1 deubiquitinase complex; AID 743255; recombinant USP1/UAF1, Ub-Rhodamine cleavage fluorescence; Potency, µM (titrated, usually from 57.1 µM), for the others: top-dose activity change, negative = inhibition, actives largely listed as inhibitors; 0.23% of 390,000 active; O94782; note: potency is the fitted concentration of half-maximal effect; % is set by controls: 0 for no effect and ±100 for the full control effect; nearly all actives have a fitted effect of over 60% in size; inactives centre near -12
#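 USP1/UAF1 complex (1 nM) preincubated 15 min at room temperature with compound, then Ub-Rho substrate (150 nM final) added. Kinetic fluorescence at 480/540 nm over 6 reads at 60 s intervals; 50 mM HEPES pH 7.8, 0.5 mM EDTA, 0.1 mg/ml BSA, 1 mM TCEP, 0.01% Tween-20.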
# An asterisk follows results filed as active; ? = inconclusive; . = not tested or not shown; & = joins results of further samples; [ ] = another dose, or the depositor's remark. Unless noted, calls come from the whole dose curve; as a rule, active = well fitted curve in the direction sought with a large enough effect; inconclusive = small, poorly fitted or top-dose-only effect, or another doubt; inactive = no such curve, though single readings can be large; an effect the other way counts as inactive or inconclusive.
SMILES,RXFP1 agonist,Vif-A3F inh,Vif-APOBEC3G blk,LDHA inh,GRP78 ERSR act,TrxR1 substrate,PI4K2A block,mIDH1 inhibitor,USP1 inh
O=S(=O)(Nc1cccc(S(=O)(=O)N2CCCC2)c1)c1cccc(Br)c1,-0.9%,0.2%,0.2%,-13.7,0.6%,0.7%,-4.4,1.3%,-4.5%
CC(=O)[C@@]1(O)CCC2C3CC[C@H]4C[C@@H](O)CC[C@]4(C)C3CC[C@@]21C (stereo partly drawn),.,1.3%,4.3%,-10.3,-2.1%,3.9%,-3.4,6.4%,-3.9%
CC(C)N1CCC(N2CCN(Cc3ccc(C#CC(C)(C)O)s3)CC2CCO)CC1 (stereo not drawn),0.5%,0.5%,-3.3%,-4.8,-0.8%,-1.8%,1.5,-1.8%,-14.5%
Cc1ccc(NC(=O)CCn2c(=O)[nH]c3ccsc3c2=O)cc1F,?,2.7%,-2.7%,2.6,-2.6%,3.8%,-0.1,0.0%,-22.1%
CCC(=O)N1CCc2cc(Br)cc(S(=O)(=O)NCCN3CCCCC3C)c21 (stereo not drawn),1.3%,-1.9%,1.2%,-6.9,-5.3%,8.6%[57.1 µM],-2.3,-1.1%,-0.7%
CCOC(=O)C(C)Oc1cccc2c(=O)n(CC(=O)NCc3ccc4c(c3)OCO4)ccc12 (stereo not drawn),3.9%,-14.3%,?,-7.5,-3.6%,75.7%,-3.0,2.2%,-12.8%
COc1ccc2c(c1)C(C)=CC(C)(C)N2C(=O)CSc1nnc(-c2ccc(C)cc2)o1,1.1%,-1.2%,0.7%,1.6,0.7%,1.7%[57.1 µM],4.7,8.1%,-19.2%
O=C1c2ccccc2C(=O)N1CN(C(=O)c1ccccc1)c1ccc(O)cc1,0.9%,2.4%,0.0%,-0.6,-2.2%,3.4%,0.4,5.2%,-22.5%
O=C1Nc2ccccc2N(O)N1c1cc(-c2ccccc2)[nH]n1,-0.1%,0.5%,-3.4%,0.9,2.1%,0.6%,2.9,4.1%,0.5%
COc1cc(OC)c2c(-c3cccc(-c4ccc(C(C)=O)cc4)c3)cc(=O)oc2c1,.,-29.1%,-18.8%,4.0,-1.1%&-5.4%,8.0%,-2.6,13.1%,-20.8%
CCCc1ccc(Oc2cc(N3CCOCC3)nc(-c3ccccc3)n2)cc1,.,-0.7%,-1.1%,-2.0,-6.2%,-2.7%,1.9,0.0%,-17.5%
COc1cccc(C(C(=O)NC(C)(C)C)N(C(=O)CCC(=O)Nc2cc(C)on2)C(C)C)c1OC (stereo not drawn),0.9%,.,-4.0%,-6.8,-0.8%,-10.4%,-6.9,4.1%,-1.9%
CCCC(=O)Nc1ccc(NC(=O)C2CC2)cn1,-0.4%,-8.6%,1.2%,-1.7,-6.3%,10.2%[57.1 µM],2.7,2.1%,-1.3%
CCN1C(=O)C(CC(=O)Nc2ccc(OC)cc2)N(CCc2ccccc2)C1=S (stereo not drawn),1.1%,-73.0%,-4.3%,-3.3,-1.4%,-0.5%[57.1 µM],1.4,2.9%,-18.9%
Cc1cc(C)c2oc(C(=O)Nc3ccc(S(=O)(=O)N4CCCCCC4)cc3)cc(=O)c2c1,-1.6%,-3.2%,1.6%,-0.5,-4.0%,8.1%,-6.1,-1.4%,-20.8%
Cc1ccccc1NC(=S)NNC(=O)c1ccoc1C,0.7%,3.2%,-4.8%,-6.7,-0.1%,9.7%,-0.6,11.8%,-17.8%
Cc1ccccc1NC(=O)Cn1cccc1,-0.9%,-4.6%,-1.8%,-1.4,-3.9%,6.3%,0.7,1.3%,-5.7%
CCCCN1C(=N)N([C@@H](C)CN2CCC[C@H]2CN2C(N)=NC[C@@H]2Cc2ccccc2)C[C@H]1Cc1ccccc1,.,0.1%,-2.9%,-2.8,-3.3%,10.0%,-1.1,2.7%,-22.1%
CC(C)NC(=O)Nc1cccc2c1O[C@H](CN(C)S(=O)(=O)c1cccs1)[C@@H](C)CN([C@H](C)CO)C2=O,.,3.7%,0.5%,-11.6,-0.6%,-2.1%,2.7,2.7%,-7.8%
O=C(Cc1nc(=O)c2ccccc2s1)Nc1ccccc1,0.4%,-4.9%,-12.9%,-6.0,6.5%,1.2%,-8.0,6.2%,-8.5%
COc1ccccc1NC(=O)/C(C#N)=C/c1cccn1C,.,1.5%,0.2%,1.8,1.2%,3.6%,0.8,-5.2%,-5.8%
Cc1ccc(S(=O)(=O)c2nc(-c3ccccc3)oc2NCCN2CCOCC2)cc1,0.3%,-2.2%,-3.0%,-3.8,-6.8%,9.2%[57.1 µM],0.7,-1.1%,-5.0%
CN(C)CCCNS(=O)(=O)c1ccc(NC2CCCCCC2)c([N+](=O)[O-])c1,-1.2%,-1.7%,1.9%,2.5,-5.4%,-1.8%[57.1 µM],-4.1,3.1%,-11.9%
CCOC(=O)c1c(C)[nH]c(C(=O)C(C)Cl)c1C (stereo not drawn),2.5%,10.9%,-17.6%,-0.7,?,-14.9%,0.1,6.4%,-9.2%
CCCCn1c(N)c(N(CCOC)C(=O)C2CCN(S(=O)(=O)c3ccc(C)cc3)CC2)c(=O)[nH]c1=O,-1.2%,-18.0%,-0.6%,-9.0,-1.3%,-4.7%,-1.8,-1.8%,-2.7%
CC(=O)c1ccc(NC(=O)c2cnn3ccccc23)cc1,3.5%,-3.2%,-5.7%,4.0,-12.6%,-2.8%[57.1 µM],-12.9,12.7%,-16.3%
CC(C)c1cc(C(=O)NCc2cccnc2)no1,1.2%,-1.1%,-24.2%,-5.9,-2.3%,4.1%,5.7,10.6%,-10.4%
NNC(=O)c1cccnc1Oc1ccccc1,2.0%,1.8%,-0.6%,-4.7,0.0%,-1.4%,-1.9,-10.6%,-10.6%
CCN1CCN(c2cc(C)c3cc(NC(=O)c4ccccc4F)ccc3n2)CC1,1.7%&0.3%,-6.6%,-3.8%,1.6,3.2%,11.4%[2.29 µM],2.3,0.3%,?
Cc1ccc([N+](=O)[O-])cc1S(=O)(=O)Nc1ccc(C(=O)NCc2ccccn2)cc1,2.1%,-1.7%,-0.1%,-9.1,1.0%,-10.2%,-6.1,-3.8%,-5.1%
CCc1c(C)sc(NC(=O)c2cccs2)c1C(N)=O,4.4%,0.5%,-8.6%,-3.2,4.9%,-2.8%,-2.3,2.8%,-13.3%
CC(=O)c1c(C)n(CC(=O)NCc2ccco2)c2ccccc12,0.9%,-2.3%,-0.3%,-5.1,-0.5%,-3.7%,-1.0,-4.4%,1.9%
COc1ccc(-n2nnc3c(SCc4ccccc4)ncnc32)cc1,0.0%,-15.2%,0.0%,-6.7,3.7%,-3.0%,-10.2,-1.8%,-4.6%
O=C(Nc1cccc(C(F)(F)F)c1)c1cc2ncc(Br)cn2n1,-1.3%,0.3%,-1.4%,-6.8,-3.9%,10.7%,1.4,2.5%,-6.9%
Cc1ccc(/C(O)=C2\C(=O)C(=O)N(CC(C)O)C2c2ccc(N(C)C)cc2)cc1 (stereo not drawn),0.3%,-3.7%,-0.6%,7.1,-4.2%,-15.4%,-19.7,1.7%,-5.7%
O=C(Cc1cccc(NC(=O)C2CCCN(C(=O)c3ccccc3)C2)c1)Nc1ccc(C(=O)N2CCCCC2)cc1 (stereo not drawn),.,9.0%,-0.9%,-3.8,-1.7%,-0.3%,-0.4,-10.9%,-11.0%
COC(=O)C1CCN(C(=O)CN2C(=O)c3ccccc3S2(=O)=O)CC1,-0.4%,0.4%,-1.7%,1.2,-0.1%,0.4%[57.1 µM],119.4,-8.7%,-16.5%
CCN(CC(=O)NCc1ccc(F)cc1)C(=O)c1ccc(C(=O)c2ccccc2)cc1,-3.3%,0.6%,0.2%,-6.0,-1.9%,7.9%[57.1 µM],-1.0,14.1%,-22.7%
O=c1n(-c2ccccc2)c(=O)n2n1CCC2,0.2%,-4.1%,-2.6%,-5.0,-4.0%,3.4%,3.7,5.9%,2.5%
CCN(CC)CCNC(=O)c1ccc(NC(=O)c2ccc(F)cc2)cc1,2.8%,6.0%,1.0%,-2.0,-3.6%,-2.3%,-0.3,-6.0%,-4.7%

# Of the compounds above, these contain an aryl thioether with sulfur outside any ring.
SMILES,RXFP1 agonist,Vif-A3F inh,Vif-APOBEC3G blk,LDHA inh,GRP78 ERSR act,TrxR1 substrate,PI4K2A block,mIDH1 inhibitor,USP1 inh
COc1ccc2c(c1)C(C)=CC(C)(C)N2C(=O)CSc1nnc(-c2ccc(C)cc2)o1,1.1%,-1.2%,0.7%,1.6,0.7%,1.7%[57.1 µM],4.7,8.1%,-19.2%
COc1ccc(-n2nnc3c(SCc4ccccc4)ncnc32)cc1,0.0%,-15.2%,0.0%,-6.7,3.7%,-3.0%,-10.2,-1.8%,-4.6%

# Bioassay records (PubChem BioAssay)

# This is a subset; count on the stated rates, not on these rows.
